Bioassay records deposited in PubChem by several laboratories.
OX1R antag: OX1R (HCRTR1) antagonists, primary screen, fluorescence, CHO/OX1R cells, Fluo-8 calcium, orexin A; Fluo-8 calcium fluorescence; inhibition, % at 5 µM; actives 0.43% (n = 330,000); AID 434989, 2010;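 active = inhibition above its plate's threshold, mean inhibition of all tested compounds on the plate plus 3 SD, cut at about 37% in these data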;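 note: 0% = orexin A challenge wells and 100% = SB-334867-A antagonist wells; not every result past the cut was called active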
Target sequence (O43613 whole entry, looked up): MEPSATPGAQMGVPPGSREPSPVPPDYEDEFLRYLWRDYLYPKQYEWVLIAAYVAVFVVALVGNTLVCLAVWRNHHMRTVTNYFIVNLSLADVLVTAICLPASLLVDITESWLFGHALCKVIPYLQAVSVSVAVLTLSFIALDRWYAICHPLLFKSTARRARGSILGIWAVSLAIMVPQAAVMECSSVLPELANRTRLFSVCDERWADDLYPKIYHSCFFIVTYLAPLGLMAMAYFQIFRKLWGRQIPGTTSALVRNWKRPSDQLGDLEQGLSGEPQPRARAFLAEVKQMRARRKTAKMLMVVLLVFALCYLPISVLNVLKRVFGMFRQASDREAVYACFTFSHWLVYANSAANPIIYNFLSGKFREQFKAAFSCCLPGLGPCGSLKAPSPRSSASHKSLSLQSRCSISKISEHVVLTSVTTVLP
CHT PAM: CHT positive allosteric modulators, primary screen, cell-based, membrane potential dye, choline EC20 | B-score at 10 µM | High affinity choline transporter 1 (Homo sapiens), Q9GZV3 | actives 0.49% (n = 310,000) | CHT-expressing cells; active compounds read high; LV-AA mutant CHT in HEK293 cells;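 active = initial fluorescence not abnormally high and integrated response B-score, plate-corrected, over 3 SD above library mean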
Target sequence (Q9GZV3 whole entry, looked up): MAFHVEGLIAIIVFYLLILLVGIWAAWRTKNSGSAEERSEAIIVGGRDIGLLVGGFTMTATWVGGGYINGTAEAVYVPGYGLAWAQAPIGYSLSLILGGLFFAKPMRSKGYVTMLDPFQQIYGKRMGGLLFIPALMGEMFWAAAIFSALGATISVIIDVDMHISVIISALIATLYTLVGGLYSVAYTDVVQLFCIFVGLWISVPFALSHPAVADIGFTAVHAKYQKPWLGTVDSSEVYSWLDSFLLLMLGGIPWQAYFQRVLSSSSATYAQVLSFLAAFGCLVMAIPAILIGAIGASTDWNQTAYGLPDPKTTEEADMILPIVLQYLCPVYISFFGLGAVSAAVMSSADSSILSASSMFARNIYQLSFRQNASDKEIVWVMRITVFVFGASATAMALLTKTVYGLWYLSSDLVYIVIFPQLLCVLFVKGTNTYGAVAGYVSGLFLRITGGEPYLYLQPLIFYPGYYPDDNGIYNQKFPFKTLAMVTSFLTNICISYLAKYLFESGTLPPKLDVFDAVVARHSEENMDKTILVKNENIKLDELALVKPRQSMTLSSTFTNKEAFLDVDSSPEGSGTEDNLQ
The depositor's hits bear a star; i = inactive; . = not tested or not shown. Outcome played no part in choosing rows, and some 0.8% of all compounds hit somewhere here.

Order of values – OX1R antag | CHT PAM
COC(=O)C1CCN(C(=O)COC(=O)CNS(=O)(=O)c2ccc(SC)c([N+](=O)[O-])c2)CC1
→ -24 | i
Cc1n[nH]c(C)c1CNCc1c(C(=O)N2CCCCCCC2)nc2ccc(Cl)cn12
→ -36 | i
Cc1cc(NC(=O)CCC(=O)N(c2ccc(F)cc2)C(C(=O)NC2CCCC2)c2ccncc2)no1 (stereo not given)
→ -5 | i
Cn1c(Cl)c(C(=O)Nc2ccccc2)c2ccccc21
→ -20 | i
C=C1N(CCCCCC(=O)O)C(=O)OC12CCCCC2
→ -17 | i
CCCCN1CC(=O)N2[C@H]3c4ccc(OC)cc4OC[C@@H]3[C@H](c3ccccc3)[C@]2(C)C1=O
→ -9 | .
CCCCN(CCCC)C(=O)CSc1nnc(-c2cc(OC)c(OC)c(OC)c2)o1
→ -24 | i
Cc1ccc(NC(=O)N(CCCN2CCOCC2)Cc2cccnc2)cc1C
→ -26 | i
CC1(C)Oc2ccc3ccc(=O)oc3c2/C(=C/Nc2cccc(O)c2)C1=O
→ -3 | i
CCc1noc(C)c1C(=O)N1CCCSC1=Nc1ccccc1Cl
→ -28 | i
CCCc1nc2ccccc2c(=O)n1CC(=O)c1ccc(OC)cc1
→ -35 | i
Cc1cccc(N2CCN(C(=O)CCCn3c(=O)c4cccn4c4cccnc43)CC2)c1C
→ -31 | i
S=C(NNc1ccc2ccccc2c1)NC1CCCCC1
→ -1 | i
COC(=O)CSc1nnc(CNC(=O)Cc2ccccc2)n1C
→ -4 | i
C/C(=N\NC(=O)Cc1csc(N2CCOCC2)n1)c1ccc(Cl)c(Cl)c1
→ -14 | i
CCOC(=O)N1CCN(c2nc(-c3ccc(F)cc3)cs2)CC1
→ -4 | i
O=C(CSc1nnc(Cc2cccs2)n1C1CCCCC1)N1CCCc2ccccc21
→ -8 | 6.4*
Cc1cc(C(=O)COC(=O)c2ccc(O)cc2)c(C)n1CC1CCCO1 (stereo not given)
→ -25 | i
CSc1nc2ccc(S(=O)(=O)N3CCCC3)cc2s1
→ 6 | i
CCN(C(=O)CSc1nnc(-c2c[nH]c3ccccc23)n1C1CC1)C1CCS(=O)(=O)C1 (stereo not given)
→ -14 | .
Cn1nnnc1SCc1nc2ccccc2s1
→ 1 | i
N#Cc1cc2c(=O)n3ccccc3nc2n(-c2ccc(Cl)cc2)c1=O
→ -12 | i
Cc1ccc(NC(=S)NCC2CCCO2)cc1 (stereo not given)
→ -3 | i
COc1cc(C(=O)N2CCC(NC(=O)C(Cc3ccc(C(C)C)cc3)NC(C)=O)CC2)cc(OC)c1OC (stereo not given)
→ 3 | i
CC1C(=O)N2CCCc3cc(S(=O)(=O)N4CCCCC4)cc1c32 (stereo not given)
→ -23 | i
CCn1c(SCC(=O)OCC(=O)N2c3ccccc3NC(=O)C2(C)C)nnc1-c1ccco1
→ -26 | i
COC(=O)c1ccc(-n2ccnc2)cc1
→ -3 | i
O=c1oc2ccccc2nc1/C=C(O)/C=C\c1ccccc1
→ 0 | i
Cc1ccc(S(=O)(=O)N2CCN(S(=O)(=O)c3ccc(C)cc3)C2c2ccccc2)cc1
→ -17 | i
O=S(=O)(NCc1ccccn1)c1ccccc1
→ 3 | i
CN1OC(Cn2cc(C#N)c(=O)n(C)c2=O)CC1c1ccccc1 (stereo not given)
→ -10 | i
CN(C)S(=O)(=O)c1cccc(NC(=O)Cc2ccc(Cl)cc2)c1
→ -16 | i
CC1(C)Cc2ccccc2-c2nnc(-c3cccc(O)c3)n21
→ 0 | i
COc1ccccc1CCNS(=O)(=O)c1ccc(C(=O)O)n1C
→ -1 | i
Cc1ccc(SCC2(O)CCN(C(=O)c3ccc(Cl)cc3)CC2)cc1
→ -16 | i
CCC(C)(C)NC(=O)Cc1ccc(F)cc1
→ -13 | i
Cc1ccc(C(=O)CSc2ccccc2C(=O)O)cc1
→ -8 | i
Cn1c(=O)cc(N2CCc3ccccc32)[nH]c1=O
→ -17 | i
COC(=O)c1ccc(-n2nnnc2SCC(=O)NCc2cccc(C(=O)O)c2)cc1
→ -7 | i
O=C(CCCN1C(=O)c2ccccc2C1=O)N1CCc2ccccc2C1
→ -21 | i
C=CCN(c1ccc(C(=O)NCCN2CCOCC2)cc1)S(C)(=O)=O
→ -12 | i
C#CC(C)(C)NC(=O)c1cnc(-c2ccccc2)nc1-c1ccccc1
→ -31 | i
COc1ccccc1-c1nc2cc(Cl)ccc2c(=O)n1O
→ -19 | i
Cc1nc(N2CCOCC2)[nH]c(=O)c1[N+](=O)[O-]
→ -8 | i
O=C1CCCC2=C1C(c1cccs1)Nc1ccccc1N2 (stereo not given)
→ -12 | i
O=C1OC(c2ccc(F)cc2)=N/C1=C\C=C/c1ccccc1
→ -12 | i
Cc1ccc(C)c(S(=O)(=O)Nc2ccc(O)cc2)c1
→ -19 | i
N#C/C(=C\c1ccccc1[N+](=O)[O-])C(=O)Nc1ccc(S(N)(=O)=O)cc1
→ 0 | i
COc1ccc(-c2csc3ncnc(N4CCN(S(=O)(=O)c5cccc(Br)c5)CC4)c23)cc1
→ -32 | i
O=C(Nc1cccc([N+](=O)[O-])c1)Nc1ccc2c(c1)OCCO2
→ 8 | i
COC(=O)C(NC(=O)c1ccco1)(Nc1nc(C2CC2)cs1)C(F)(F)F (stereo not given)
→ -8 | i
COc1ccc(N2C(=S)NC3N2C(=S)NC3(C)c2ccccc2)cc1 (stereo not given)
→ -12 | i
Cc1csc(NC(=O)c2ccc(C)c(S(=O)(=O)N3CCCCC3)c2)n1
→ -16 | i
O=C(NCC1CC1)Nc1ccc(Cl)cc1
→ -12 | i
Cc1ccc(NC(=O)Cn2nnc(C(=O)NCc3cccs3)c2N)cc1
→ -13 | i
Cc1ccc(-c2nn(C)c(=O)c3ccccc23)cc1CO
→ -38 | i
CCCn1c2ccccc2c2nnc(SC(CC)C(=O)Nc3sc4c(c3C#N)CCCC4)nc21 (stereo not given)
→ -36 | i
COc1ccc(OC2CCN(S(=O)(=O)c3ccccc3)CC2)cc1
→ -27 | i
CCCCNC(=S)N/N=C/C1=CCC2CC1C2(C)C (stereo not given)
→ -15 | i
Fc1ccc(/C=N/N2CCOCC2)c(F)c1
→ -1 | i

(cont.)
Order of values – OX1R antag | CHT PAM
CC(=O)c1c(C)[nH]c(C(=O)Nc2ccc(Cl)c(S(=O)(=O)N(C)C)c2)c1C
→ -26 | i
Cc1nn(C(C)C(=O)Nc2sc3c(c2C#N)CCCC3)c(C)c1[N+](=O)[O-] (stereo not given)
→ -20 | i
CCC(=O)N1c2ccc(S(=O)(=O)N3CCN(c4ccc([N+](=O)[O-])cc4)CC3)cc2CC1C (stereo not given)
→ 20 | i
CCOC(=O)c1cnc2c(ccc3ccccc32)c1Cl
→ -15 | i
CC1(C(=O)NC2CCCCCCC2)CCC(=O)N1Cc1cccnc1 (stereo not given)
→ -26 | i
CCOc1ccc(OCCC(=O)OCC(=O)N2CCN(c3ccc(OC)cc3)CC2)cc1
→ -20 | i
C[C@@]12C(=O)Nc3ccccc3C(=O)N1[C@H]1c3cc(Cl)ccc3OC[C@@H]1[C@@H]2c1ccccc1
→ 7 | .
CC(C)[C@H]1CC[C@@H](C)C(C(=O)c2ccccc2)C1=O (stereo not given in full)
→ -13 | i
COC(=O)c1c(NC(=O)COC(=O)c2ccccn2)sc(C)c1C
→ -21 | i
COc1ccc(CN(CC(=O)NCC2CCCO2)C(=O)CNS(=O)(=O)c2ccc(C)cc2)cc1 (stereo not given)
→ -11 | i
Cc1ccc(O)c(NC(=O)c2onc(C)c2Cl)c1
→ 15 | i
CC(C)CCn1nnnc1CN1CCN(c2ccccc2)CC1
→ -21 | i
O=C1CC(c2ccccc2)n2nc(N3C(=O)CCC3=O)nc2N1 (stereo not given)
→ -15 | i
CCOc1ccc(-c2noc(CCC(=O)O)n2)cc1
→ -16 | i
O=C(CSc1ncnc2c1oc1ccccc12)N1CCCc2ccccc21
→ 18 | i
COc1ccccc1OC(C)C(=O)Nc1ccc2c(c1)n(C)c(=O)n2C (stereo not given)
→ -18 | i
Cn1cccc1Cc1nnc(SCC(=O)NCc2ccco2)n1-c1ccc(F)cc1
→ -32 | i
O=C(COc1ccc(Cl)cc1Cl)Nc1ccc(CN2CCCCC2)cc1
→ -11 | i
Cc1noc(C)c1-c1ccc2ncnc(NCC3CCCCN3C)c2c1 (stereo not given)
→ 5 | .
Cc1cc(C(=O)OCC(=O)NCc2ccc(Cl)cc2Cl)c(C)o1
→ -12 | .
O=C(O)C(CCCCN1C(=O)c2ccccc2C1=O)N1C(=O)c2ccccc2C1=O (stereo not given)
→ -23 | i
CCCC(=O)N1CCN(c2nc3ccc(Br)cc3s2)CC1
→ -6 | i
Cc1ccc2ncccc2c1[N+](=O)[O-]
→ -11 | i
CC(=O)Nc1cc(-c2nc3ccccc3o2)ccc1Cl
→ . | i
Fc1ccc(-c2n[nH]c(=S)n2Cc2ccccc2)cc1
→ -20 | i
Cc1nn(Cc2ccccc2Cl)c(C)c1NC(=O)c1noc2c1CCCCC2
→ -20 | i
C=CCn1c(COc2ccccc2F)nnc1SCC(=O)Nc1cc(C)on1
→ -5 | i
Cn1cnnc1SCc1cccc(Br)c1
→ 0 | i
CCOC(=O)c1ccc(/C=C2\c3ccccc3C(=O)N2c2ccccc2)cc1F
→ 7 | .
COc1cccc2c1c(NC(=O)c1cc(C)on1)nn2C
→ 10 | i
Cc1nn(CC(=O)N2CCN(c3ccccc3)CC2)c(=O)c2ccccc12
→ -5 | i
O=C(Nc1nnc(SCc2ccccc2)s1)c1cc2c(s1)CCCC2
→ -24 | i
Clc1cccc(OCCOCCN2CCNCC2)c1Cl
→ -10 | i
Cc1cccc(/C=C(\C(=O)O)c2ccc(S(=O)(=O)N3CCCC3)s2)c1
→ -2 | .
CN(C(=O)c1cnccn1)c1nnc(-c2cnccn2)s1
→ 2 | i
O=C(c1ccccc1)c1cc(-c2ccccc2)on1
→ -23 | i
O=c1c2c([nH]c3ccccc13)CCC2
→ -3 | i
O=S(=O)(NCCc1ccncc1)c1ccc(Br)cc1
→ -24 | i
CC1CN(C(C)C(=O)NNC(=O)c2ccc(F)cc2)CC(C)O1 (stereo not given)
→ -17 | .
Cc1nc(Cc2nnc(SCC(=O)N3CCN(c4ccc(O)cc4)CC3)o2)cs1
→ -12 | .
Cc1cc(OCc2nc(-c3cccs3)no2)cc(C)c1Cl
→ -4 | i
O=C(CNC(=O)OCc1ccccc1)NCC(=O)N1CCCC1C(=O)OCc1ccccc1 (stereo not given)
→ -19 | i
COc1ccc(N(CC(=O)NCc2ccco2)S(C)(=O)=O)cc1
→ -8 | i
COc1ccc(-c2cc(C(=O)N/N=C/c3cccnc3)c3ccccc3n2)c(OC)c1
→ -19 | i
COc1cc(NC(=O)CSc2nnc3c(C)cc4cc(C)cc(C)c4n23)c(C(=O)O)cc1OC
→ -16 | i
O=C1CCCN1c1ncc(S(=O)(=O)c2ccc([N+](=O)[O-])cc2)s1
→ 12 | i
CCc1ccccc1NC(=O)CCS(=O)(=O)c1ccc(C)cc1
→ -23 | i
O=C1C2C(c3ccccc3)=NN(c3ccccc3)C2C(=O)N1c1ccccc1 (stereo not given)
→ -23 | i
COC(=O)[C@@](C)(O)C1(C(=O)SC(C)(C)C)CC1
→ -14 | i
N#Cc1cccc(CS(=O)(=O)c2ccc(Cl)cc2)c1
→ -12 | i
Cc1cc(C)cc(NC(=O)c2cccc(NC(=O)c3ccco3)c2)c1
→ -13 | i
CSc1nc(-c2ccco2)nn1S(=O)(=O)c1ccccc1
→ -8 | i
O=C(Nc1cccc2ncccc12)C(Cl)(Cl)Cl
→ 1 | i
CNC(=S)N/N=C/c1cc(C)ccc1C
→ -21 | i
Cc1cc(=O)oc2cc(OCc3nnc(-c4ccccc4Br)o3)ccc12
→ -2 | i
COC(=O)c1cc(N2C(=O)C3C4C=CC(CC4)C3C2=O)ccc1Cl (stereo not given)
→ -25 | i
Cc1ccc(NC(=S)/N=C(\N)Nc2nc(C)c3cc(C)c(C)cc3n2)cc1C
→ -30 | i
CCOC(=O)C1CCN(C(=O)COc2ccc3c(C)cc(=O)oc3c2)CC1
→ -29 | i
Nn1c(SCc2ccccc2F)nnc1-c1ccccn1
→ -1 | i
Cc1cc(OCC(=O)N2CCN(c3ncccn3)CC2)ccc1Cl
→ -20 | i

Other records
Order of values – OX1R antag | CHT PAM
N#CCCN(C(=O)COC(=O)c1cccc(S(=O)(=O)N2CCCC2)c1)c1ccc(F)cc1
→ -24 | i
COC1c2ccccc2C(=O)N1CCc1ccc(Cl)cc1 (stereo not given)
→ -19 | i
COc1ccc(Cl)cc1NC(=O)c1cc(S(=O)(=O)N2CCCC2)cn1C
→ -17 | i
COc1ccc(N2CCN(CC(=O)Nc3cc(C)on3)CC2)cc1
→ -14 | i
CCOc1ccc(C2C(C(=O)C3CC3)N3C=C(C#N)C=CC3C2(C#N)C#N)cc1 (stereo not given)
→ -4 | i
O=C(O)C(c1ccccc1)C1(O)CCCCC1 (stereo not given)
→ 0 | i
N/C(=N\NS(=O)(=O)c1ccccc1)c1ccccn1
→ -13 | i
O=C1CC(c2ccccc2)CC(O)=C1C=NCc1ccccc1Cl (stereo not given)
→ -8 | i

Among those listed so far, these have a nitro group on carbon:
Order of values – OX1R antag | CHT PAM
COC(=O)C1CCN(C(=O)COC(=O)CNS(=O)(=O)c2ccc(SC)c([N+](=O)[O-])c2)CC1
→ -24 | i
Cc1nc(N2CCOCC2)[nH]c(=O)c1[N+](=O)[O-]
→ -8 | i
N#C/C(=C\c1ccccc1[N+](=O)[O-])C(=O)Nc1ccc(S(N)(=O)=O)cc1
→ 0 | i
O=C(Nc1cccc([N+](=O)[O-])c1)Nc1ccc2c(c1)OCCO2
→ 8 | i
Cc1nn(C(C)C(=O)Nc2sc3c(c2C#N)CCCC3)c(C)c1[N+](=O)[O-] (stereo not given)
→ -20 | i
CCC(=O)N1c2ccc(S(=O)(=O)N3CCN(c4ccc([N+](=O)[O-])cc4)CC3)cc2CC1C (stereo not given)
→ 20 | i
Cc1ccc2ncccc2c1[N+](=O)[O-]
→ -11 | i
O=C1CCCN1c1ncc(S(=O)(=O)c2ccc([N+](=O)[O-])cc2)s1
→ 12 | i
